# From PubChem
# H37Rv inhibition – M. tuberculosis growth inhibition, HTS (AID 449762). M. tuberculosis H37Rv growth inhibition, 7H9 media; higher % means a stronger effect. inhibition, % at 25 µM, or IC50 in µM where a hit was titrated. hit rate 0.59% among 330,000; in the data active = a potency from the dose series; inconclusive = inhibition above about 70% without an active follow-up result;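 also: bacterial growth assessed after seven days of incubation; strong numbers were not always called active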
# influenza NS1A – NS1A inhibition, H1N1 influenza, cell based functional assay (AID 504329); inhibition, % at 12.5 µM, or IC50 in µM where a hit was titrated; NS1A functional cell-based assay, percent inhibition; higher % means a stronger effect; hit rate 0.3% among 340,000; in the data active = a potency from the dose series; inconclusive = inhibition above about 27% without an active follow-up result; also: strong numbers were not always called active
# PhoP GFP inhibition – Inhibition of PhoP regulon, Salmonella typhi GFP reporter cells, confirmation, 4 h (AID 1850). Salmonella Typhi PhoP-promoter GFP reporter, fluorescence, 4 h; higher % means a stronger effect. inhibition, % at 50 µM; hits with a dose series show IC50 in µM. hit rate 0.33% among 310,000; in the data active = a potency from the dose series; inconclusive = inhibition mostly from about 25% at the one dose, without a potency; inactive = the rest, 99 in 100 with inhibition below about 19%;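 also: 0% = induced wells with vehicle and 100% = uninduced wells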
# VEEV TC-83 Vero – inhibitors of VEEV TC-83 cytopathic effect, confirmation, Vero cells (AID 588727) | one-dose inhibition, % at 20 µM; IC50 in µM for titrated hits | hit rate 0.13% among 350,000 | Vero cells, VEEV TC-83 cytopathic effect inhibition; higher % means a stronger effect; in the data active = a potency from the dose series; inconclusive = inhibition mostly from about 14% at the one dose, without a potency; inactive = the rest, 99 in 100 with inhibition below about 12%; also: strong numbers were not always called active
# tuberculosis growth – growth inhibition of non-replicating M. tuberculosis (AID 488890); Mycobacterium tuberculosis non-replicating, growth inhibition; higher % means a stronger effect; inhibition, % at 25 µM, or IC50 in µM where a hit was titrated; hit rate 0.39% among 320,000; in the data active = a potency from the dose series; inconclusive = inhibition mostly from about 82% at the one dose, without a potency; inactive = the rest, 99 in 100 with inhibition below about 76%;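 also: plate controls were DMSO cells for no effect and high antibiotic wells for full effect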
# VEEV TC-83 Vero 10K pilot screen – second read-out of VEEV TC-83 Vero, no call of its own (marks repeat the call); inhibition, %; measured here: 10K pilot screen inhibition
# Numbers without * were called inactive; i = inactive; ? = inconclusive; / = not tested or not shown; & = joins results of further samples.
SMILES,H37Rv inhibition,influenza NS1A,PhoP GFP inhibition,VEEV TC-83 Vero,tuberculosis growth,others
CCN1CCN(C(=O)Cn2ncc3c([nH]c4ccccc43)c2=O)CC1,-11%,0%,2%,1.2%,-10%,
CC(C)CNC(=O)COc1ncnc2sccc12,-1%,-8%,-6%,0.8%,-3%,
CC/C(=C(/c1ccccc1)c1ccc(OCC[N+](C)(C)C)cc1)c1ccccc1,/,-4%,/,1.7%,/,
COC(=O)c1ccc(COc2ccc(F)cc2)o1,5%,-22%,1%,0.6%,78%,
CCN(C(=O)CN1CCCCC1C)c1c(N)n(Cc2ccccc2)c(=O)[nH]c1=O (configuration not stated),1%,-7%,/,i,0%,
CCOC(=O)CNC(=O)c1cn(C)c(=O)c2cc(OC)c(OC)cc12,0%,11%,-11%,7.8%,10%,
CN(c1ccccc1)S(=O)(=O)c1ccc(Cl)c(C(=O)Nc2ccncc2)c1,1%,-15%,/,i,14%,
Cc1cccc(N/C(=N/S(=O)(=O)c2ccccc2)c2ccccc2)n1,-3%,-8%,-11%,1.5%,2%,
Cn1c(=O)c2ncn(CC(=O)NCCOc3ccccc3)c2n(C)c1=O,5%,-7%,0%,1.8%,-5%,
COc1ccc(S(=O)(=O)Nc2cccc(S(=O)(=O)N3CCCCC3)c2)cc1,-8%,-4%,/,1.2%,14%,
CCOC(=O)c1c(S(=O)(=O)N2CCc3ccccc32)c(C)n(C)c1C,2%,4%,-1%,i,3%,
CC1(C)CC(=O)C2=C(C1)N=c1s/c(=C/c3ccc(F)c(F)c3)c(=O)n1C2c1ccc(F)cc1 (configuration not stated),-5%,1%,10%,1.8%,-11%,
CN(Cc1ccccc1)C(=O)COC(=O)c1ccccc1SCC(=O)N1CCCC1,/,-13%,/,5.2%,/,
COc1ccc(Cl)cc1C(=O)NNC(=S)NC(=O)c1cc(-c2ccccc2)nc2ccccc12,2%,9%,-4%,0.6%,80%,
C/C(=N/Nc1ccc(Cl)cc1)c1cnnc(-c2ccccc2)n1,4%,1%,-21%,1.1%,-14%,
CC(C)NC(=O)NCCCCCCS(C)=O (configuration not stated),-5%,-8%,22%,i,-7%,
CC1=C(C(=O)NCc2ccco2)C2(CCC(C)CC2)OC1=O (configuration not stated),-1%,-11%,8%,0.8%,1%,
CC(c1ccccc1)N1CC(C(=O)Nc2nccs2)CC1=O (configuration not stated),4%,3%,7%,1.2%,-3%,
O=c1c2ccccc2c(/C=N/c2ncn[nH]2)c(O)n1Cc1ccccc1,-3%,15%&12%,-19%,8.3%&7.9%,10%,
Cc1nc(-c2ccc(F)cc2)c(CC(=O)NCC(=O)Nc2ccc(F)c(F)c2)s1,0%,-8%,/,5.9%,9%,
O=C(CCC(=O)NCCCc1ccccc1)NCCCc1ccccc1,1%,-3%,-9%,0.1%,23%,
COCC(=O)N1CCC(n2nccc2NC(=O)CCOc2ccccc2)CC1,3%,3%,-7%,0.7%,6%,
Cc1ccc(C)c(C(=O)Cn2c(NCCO)nc3ccccc32)c1,7%,-7%,9%,i,40%,
Cc1cc(Cl)ccc1NC(=O)CCC(=O)O,2%,2%,-1%,0.2%,-5%,
COc1ccc(CC(=O)O/N=C(\N)c2ccc(C)cc2)cc1,2%,0%,0%,3.5%,65%,
Cc1cc(N)ccc1N=Nc1c(C)n(C)n(-c2ccccc2)c1=O,18%,17%,-1%,2.1%,18%,
O=C1C(=O)N(CCS(=O)(=O)c2ccccc2)c2ccc(Cl)cc21,-7%,-4%,-4%,3.1%,14%,
CCCCC(=O)Nc1cc(OC)c(NC(=O)C2CCCCC2)cc1OC,1%,13%,-3%,3.8%,32%,
Cc1[nH][nH]c(=O)c1N=Nc1ccc(Cl)cc1,-2%,1%,3%,0.0%,56%,
COc1ccc(CCNC(=O)c2c(N)no[n+]2[O-])cc1OC,5%,-2%,14%,0.7%,-14%,
Cc1ccc2occ(/C=N/O)c(=O)c2c1,16%,-6%,12%,1.0%,-3%,
Cc1ccc(Nc2cc(C)nc3c(C)ccc([N+](=O)[O-])c23)cc1,?,-7%,-6%,3.9%,63%,
CC(C)CN(CC(C)C)C(=O)COn1nnc2ccc(S(=O)(=O)N3CCOCC3)cc21,3%,-2%,/,2.7%,19%,
O=C(C1CCC1)N1CCC(c2nc3c(nnn3Cc3c(F)cccc3Cl)c(=O)[nH]2)CC1,-8%,4%,3%,i,56%,
COc1ccccc1CC(=O)N1CCN(S(=O)(=O)c2ccccc2)CC1,8%,-3%,-4%,4.7%,-1%,
O=[N+]([O-])c1ccccc1/C=C/C=N/n1c(-c2ccccc2)n[nH]c1=S,2%,1%,-6%,4.8%,9%,
Cc1nc2[nH]c(=S)[nH]c2c(=O)[nH]1,/,-15%,/,1.7%,/,
Cc1ccc(S(=O)(=O)NCCCN2CCOCC2)c(C)c1,-1%,-3%,2%,0.9%,4%,
Cc1cc(C(=O)CSc2nnc(N)s2)c(C)n1-c1c(C)n(C)n(-c2ccccc2)c1=O,-2%,-5%,9%,0.1%,-1%,
O=C(Oc1c(-c2ccccc2)c(=O)n2c3c(cccc13)CC2)c1ccco1,?,/,-7%,0.1%,-12%,
Cc1ccc(C2=NNC3(CCOC(C)(C)C3)S2)cc1 (configuration not stated),11µM*,9%,0%,0.2%,?,
Cc1cc(N2CCCC2)c(F)cc1/C=C\[N+](=O)[O-],/,0%,/,0.4%,/,
O=C(COC(=O)c1cccc(S(=O)(=O)NCc2ccccc2)c1)NC1CC1,2%,5%,/,1.1%,-6%,
O=C(CCS(=O)(=O)c1ccc(Br)cc1)N1CCN(c2ccc(Cl)cc2)CC1,3%,1%,-2%,i,9%,VEEV TC-83 Vero 10K pilot screen=0.6
COc1ccc2ccn(S(=O)(=O)c3ccccc3)c2c1,8%,-4%,8%,0.6%,30%,
CCC(C(=O)NC1CCCC1)N(C(=O)c1snc(C(N)=O)c1N)c1ccc(OC)cc1 (configuration not stated),0%,-4%,3%,2.5%,3%,
Oc1ccc(C2=NNC(=NCc3ccc4c(c3)OCO4)SC2)c(O)c1,8%,-2%,-5%,10.0%,30%,
COc1cccc(NS(=O)(=O)c2ccc3[nH]cc(C(=O)NCCC(C)C)c(=O)c3c2)c1,14%,-16%,-2%,11%,47%,
O=C(NC(=S)Nc1ccc(S(=O)(=O)Nc2ccccc2)cc1)C1CC1,-6%,-5%,6%,1.5%,15%,
CC(NC(=O)Cn1ncc(Cl)c(Cl)c1=O)C12CC3CC(CC(C3)C1)C2 (configuration not stated),-10%,-8%,-19%,12%,?,
CCCC(=O)N=c1sc2c(OC)ccc(OC)c2n1C,9%,-4%,3%,i,-3%,
COc1ccc(C(=O)NCCc2c[nH]c3ccccc23)cc1S(=O)(=O)N1CCCCC1C (configuration not stated),8%,-1%,/,8.5%,55%,
O=C(Cc1nnc(NC(=O)c2ccccc2)s1)N/N=C/c1cccc(O)c1,-2%,-7%,-2%,3.5%,-1%,
Cc1ccc(C(=O)Nc2ccc(CN3CCS(=O)(=O)CC3)cc2)cc1C,-11%,-5%,7%,4.8%,-6%,
CCOC(=O)N1CCN(S(=O)(=O)c2c(C)nn(C)c2C)CC1,-5%,-2%,0%,0.8%,-16%,
CCN(CC(=O)NC(C)C)Cc1nc2sc3c(c2c(=O)[nH]1)CCC3,9%,-2%,2%,1.2%,47%,
O=C(Nc1ccc(Cl)cc1)c1cccs1,0%,6%,83%,i,/,
Fc1ccc(C2CCCCN2Cc2nc(CC3CC3)no2)cc1 (configuration not stated),6%,-7%,-10%,i,-12%,
Cc1nc2ccc(S(=O)(=O)NC(C(=O)Nc3nc4ccc(Cl)cc4s3)C(C)C)cc2s1 (configuration not stated),-8%,-6%,-18%,1.1%,3%,
COc1cc(-c2nc3ccc(C)cn3c2Nc2ccc3c(c2)OCCO3)ccc1O,11%,8%,-1%,7.4%,14%,

# 7 compounds picked at random from the list so far:
SMILES,H37Rv inhibition,influenza NS1A,PhoP GFP inhibition,VEEV TC-83 Vero,tuberculosis growth,others
Cc1cc(C(=O)CSc2nnc(N)s2)c(C)n1-c1c(C)n(C)n(-c2ccccc2)c1=O,-2%,-5%,9%,0.1%,-1%,
Cc1ccc(Nc2cc(C)nc3c(C)ccc([N+](=O)[O-])c23)cc1,?,-7%,-6%,3.9%,63%,
CN(Cc1ccccc1)C(=O)COC(=O)c1ccccc1SCC(=O)N1CCCC1,/,-13%,/,5.2%,/,
O=[N+]([O-])c1ccccc1/C=C/C=N/n1c(-c2ccccc2)n[nH]c1=S,2%,1%,-6%,4.8%,9%,
CC(NC(=O)Cn1ncc(Cl)c(Cl)c1=O)C12CC3CC(CC(C3)C1)C2 (configuration not stated),-10%,-8%,-19%,12%,?,
O=C(CCS(=O)(=O)c1ccc(Br)cc1)N1CCN(c2ccc(Cl)cc2)CC1,3%,1%,-2%,i,9%,VEEV TC-83 Vero 10K pilot screen=0.6
COc1ccc(C(=O)NCCc2c[nH]c3ccccc23)cc1S(=O)(=O)N1CCCCC1C (configuration not stated),8%,-1%,/,8.5%,55%,

# Other entries follow.
SMILES,H37Rv inhibition,influenza NS1A,PhoP GFP inhibition,VEEV TC-83 Vero,tuberculosis growth,others
Cn1c(NNC(=O)/C=C/c2ccc3c(c2)OCO3)cc(=O)n(C)c1=O,5%,10%,2%,0.4%,-2%,
O=C(CO/N=C/c1ccc(OC(F)F)cc1)NC1CCCCCC1,5%,9%,11%,0.1%,78%,
O=C(COC(=O)CSc1ccc(Br)cc1)NCc1ccco1,0%,-17%,-7%,1.5%,27%,
O=C(O)c1nccnc1C(=O)Nc1ccc(Cl)cn1,-8%,-5%,2%,0.1%,-16%,
CSc1nc2ccc(S(=O)(=O)N3CCCCC3)cc2s1,-4%,18%,3%,i,10%,
O=C(COC(=O)/C=C/c1ccc(Br)o1)NC1CCCCC1,-5%,-3%,/,0.6%,26%,
COc1ccc(-c2cc(C(F)(F)F)n3nc(N)nc3n2)cc1,3%,-3%,-6%,2.6%,1%,
CCCc1cnc(N2CCN(C(=S)NC)CC2)nc1,-7%,-1%,-1%,1.8%,7%,
CCOc1ccc(CCNC(=O)c2ccc3c(=O)n4c(nc3c2)CCCCC4)cc1,5%,8%,1%,8.2%,51%,
CN1CCN(c2ccc(NC(=O)c3ccc(-c4ccc(Cl)cc4)o3)cc2)CC1,?,7%,15%,11%,5.1µM*,
O=C(c1ccc(Br)s1)N1CCN(Cc2ccc3c(c2)OCO3)CC1,?,-1%,1%,0.4%,?,
Cc1nc(Nc2ccc(Cl)cc2)c2oc3ccccc3c2n1,-5%,-21%,11%,0.7%,17%,
Cc1ccccc1C(=NCCCN(C)C)c1ccccc1C,-7%,-2%,-1%,0.3%,-25%,
COc1ccc(Cl)cc1S(=O)(=O)n1ccnc1C(C)C,11%,-15%,5%,0.7%,/,
CCOC(=O)/C=C/[C@H]1CCc2cccc(C)c2O1,-5%,-26%,/,0.2%,59%,
CCc1cccc2c(C#N)cn(CC(=O)NCc3ccco3)c12,-3%,7%,-14%,6.4%,-6%,
Cc1cccc(NC(=O)CSc2nc3nc4c(cc3c(=O)n2-c2ccccc2)CCCC4)c1,-1%,15%,-14%,8.3%,-14%,
CC1=C(C)CC2(C(=O)NC(=S)NC2=O)C(C)C1 (configuration not stated),/,-1%,/,7.0%,/,
Cc1ccc(-c2csc(NC(=O)c3cccc(N4C(=O)CCC4=O)c3)n2)o1,-5%,32%,-7%,2.5%,/,
Cc1ccc(C)c(Cn2c(=O)c3c(nc4n3CCN4Cc3ccco3)n(C)c2=O)c1,-1%,0%,-4%,6.2%,0%,
O=C(c1ccccc1)N1N=C(C(F)(F)F)CC1(O)c1ccc(F)cc1 (configuration not stated),13%,0%,-5%,1.1%,?,
COc1cccc(CN(C)C(=O)c2ccc3c(=O)n4c(nc3c2)CCC4)c1OC,1%,-4%,0%,2.4%,2%,
O=C(O)c1cccc(NN=C2c3ccccc3-c3ccccc32)c1,/,10%,/,1.1%,/,
COc1ccc(-c2coc3cc(OC)cc(O)c3c2=O)cc1,-2%,-8%,-8%,i,0%,
O=C(C1=CC=CN2CCS(=O)(=O)N=C12)N1CCN(c2cccc(Cl)c2)CC1,-10%,-14%,/,0.1%,-8%,
COc1cccc(NC(=O)c2ccccc2)c1,-4%,0%,-10%,i,5%,
O=P(CCC(F)(F)F)(CCC(F)(F)F)CCC(F)(F)F,-8%,0%,11%,4.2%,-4%,
CC(C)c1c(C(=O)N/N=C/c2ccc(C(F)(F)F)cc2)nnn1-c1nonc1N,13%,17%,-25%,4.1%,-11%,
Cc1ccc(CNC(=O)CN2C(=O)NC(C)(c3cccc(Br)c3)C2=O)cc1 (configuration not stated),4%,20%,4%,1.3%,5%,
